Bioassay records (PubChem BioAssay)
UGM FP inh: Mtb UDP-galactopyranose mutase inhibition; P9WIQ1; purified UGM, fluorescence polarization probe displacement; inhibition, % at 10 µM; actives 0.06% (n = 320,000); AID 504406; in the data active means inhibition above about 10%, passing the limit was not always enough
Target sequence (P9WIQ1 whole entry, looked up): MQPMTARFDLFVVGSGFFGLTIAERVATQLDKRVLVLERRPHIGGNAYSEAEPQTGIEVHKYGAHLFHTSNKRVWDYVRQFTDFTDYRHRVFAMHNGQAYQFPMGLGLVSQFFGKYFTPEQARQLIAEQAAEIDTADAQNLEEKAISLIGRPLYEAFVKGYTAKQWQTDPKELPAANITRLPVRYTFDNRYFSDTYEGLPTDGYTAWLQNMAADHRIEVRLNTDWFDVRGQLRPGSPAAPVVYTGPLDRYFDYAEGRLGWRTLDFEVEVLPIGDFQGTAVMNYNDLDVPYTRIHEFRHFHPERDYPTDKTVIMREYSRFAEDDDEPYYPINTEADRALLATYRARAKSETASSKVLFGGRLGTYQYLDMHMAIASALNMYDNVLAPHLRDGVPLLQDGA
PfHsp40 yeast: compounds rescuing yeast from Plasmodium falciparum HSP40 toxicity; actives 0.68% (n = 340,000); growth rescue, % at 12.5 µM; AID 504582; S. cerevisiae expressing PfHsp40, growth rescue, ATP luminescence; in the data active means growth rescue above about 28%, passing the limit was not always enough;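 further: yeast W303a lacking pdr1 and pdr3 grown in galactose medium; growth measured after three days at 30 °C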
FBA Mtb inh: inhibitors of M. tuberculosis fructose-bisphosphate aldolase; actives 2.3% (n = 360,000); purified M. tuberculosis FBA, fluorescence read-out; inhibition, % at 1 µM; P9WQA3; AID 588726; in the data active means inhibition above about 27%;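 further: 0% = vehicle and 100% = reference inhibitor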
Target sequence (P9WQA3 whole entry, looked up): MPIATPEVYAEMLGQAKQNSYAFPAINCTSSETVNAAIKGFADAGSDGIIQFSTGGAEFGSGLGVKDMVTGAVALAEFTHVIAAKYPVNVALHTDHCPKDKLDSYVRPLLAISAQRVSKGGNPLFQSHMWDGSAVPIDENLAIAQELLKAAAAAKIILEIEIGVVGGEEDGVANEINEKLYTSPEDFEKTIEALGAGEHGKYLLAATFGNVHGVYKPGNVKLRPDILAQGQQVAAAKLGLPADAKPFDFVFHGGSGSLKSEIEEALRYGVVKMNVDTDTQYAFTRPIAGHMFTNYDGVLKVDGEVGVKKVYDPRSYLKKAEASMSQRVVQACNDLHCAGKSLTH
BoNT A protease: BoNT A light chain protease inhibition; multiplex microsphere protease substrate cleavage, flow cytometry; inhibition, % at 10 µM; actives 0.17% (n = 360,000); AID 588499; further: plate controls were buffer without enzyme for full effect and enzyme alone for no effect
GDH-TPI inh: GDH-TPI coupled enzyme inhibition counter-screen; GDH-TPI coupled enzyme counterscreen, NADH absorbance; inhibition, % at 4.8 µM; actives 1.2% (n = 360,000); in the data active means inhibition above about 30%;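 further: 0% = DMSO wells and 100% = wells lacking the enzyme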
BoNT F protease: blocks Botulinum neurotoxin F light chain protease | actives 0.22% (n = 360,000) | inhibition, % at 10 µM | AID 588497 | Multiplex microsphere protease cleavage assay, flow cytometry; in the data active means inhibition above about 35%, passing the limit was not always enough; further: plate controls were buffer without enzyme for full effect and enzyme alone for no effect
Anthrax LF inh2: inhibitors of Bacillus anthracis lethal factor protease; AID 588501; P15917; multiplex microsphere protease cleavage assay, LF; inhibition, % at 10 µM; actives 0.12% (n = 360,000); further: plate controls were buffer without enzyme for full effect and enzyme alone for no effect
Mtb BioA inh: BioA (M. tuberculosis) enzyme inhibition; purified M. tuberculosis BioA enzyme, plate reader; inhibition, % at 9.99 µM; actives 0.096% (n = 360,000); in the data active means inhibition above about 40%
FadD28 binding: inhibitors of Mycobacterium tuberculosis FadD28 bisubstrate binding; FadD28 bisubstrate probe binding, fluorescence polarization; AID 588549; actives 0.22% (n = 360,000); inhibition, % at 12.5 µM; in the data active means inhibition above about 8.5%, passing the limit was not always enough
Starred values were filed as active, the others as inactive. Unless noted, no stated cut-off is given here; in the data, active means inhibition above about 30%; inconclusive means no clear call, values can overlap the other calls; inactive means below that.

Screening CC(C)Nc1c([N+](=O)[O-])c(=O)oc2ccccc12 returned UGM FP inh -2.3, PfHsp40 yeast 0.1, FBA Mtb inh 5, BoNT A protease 0.7, GDH-TPI inh 14, BoNT F protease -5, Anthrax LF inh2 -5 and FadD28 binding -1.2.
For CC(=O)NC1=NN(C(C)=O)C(C)(CCS(=O)(=O)c2ccc(Br)cc2)S1 (stereo unspecified) the results were UGM FP inh 0.5, PfHsp40 yeast -0.6, FBA Mtb inh 4, BoNT A protease 1.6, GDH-TPI inh 0, BoNT F protease 0, Anthrax LF inh2 -3, Mtb BioA inh 0.7 and FadD28 binding -1.5.
Screening COc1cc(C(=O)NCC(c2cccs2)N2CCOCC2)cc(Br)c1OCc1ccccc1 (stereo unspecified) returned UGM FP inh -1.7, PfHsp40 yeast 132*, FBA Mtb inh 3, BoNT A protease 2.1, GDH-TPI inh -2, BoNT F protease 7, Anthrax LF inh2 2, Mtb BioA inh -4.2 and FadD28 binding -5.7.
For Cc1cccc(N2CCN(C(=O)Cn3nc(Cc4ccncc4)c4ccccc4c3=O)CC2)c1C the results were UGM FP inh -2.8, PfHsp40 yeast 4.7, FBA Mtb inh 6, BoNT A protease -0.1, GDH-TPI inh 5, BoNT F protease -2, Anthrax LF inh2 -8, Mtb BioA inh -4.3 and FadD28 binding 2.5.
Screening Cc1ccc(S(=O)(=O)/N=C(/c2ccc(F)cc2)N2CCCC2)cc1 returned UGM FP inh 2.1, PfHsp40 yeast -0.3, FBA Mtb inh 1, BoNT A protease 0.4, GDH-TPI inh -2, BoNT F protease -6, Anthrax LF inh2 2 and FadD28 binding -3.1.
For CN(C)c1ccc(C(=O)Nc2ccc(S(=O)(=O)NC3=NCCCCC3)cc2)cc1 the results were UGM FP inh -0.4, PfHsp40 yeast -0.6, FBA Mtb inh -1, BoNT A protease 1.2, GDH-TPI inh 33*, BoNT F protease -1, Anthrax LF inh2 -1, Mtb BioA inh -0.1 and FadD28 binding -0.5.
`COc1ccc(NC(=O)CC(C)CC(=O)NCc2ccc(F)cc2)c(OC)c1` (stereo unspecified) gave UGM FP inh -0.3, PfHsp40 yeast -1.6, FBA Mtb inh 2, BoNT A protease 2.4, GDH-TPI inh 9, BoNT F protease 2, Anthrax LF inh2 0, Mtb BioA inh -2.5 and FadD28 binding 0.2.
For O=C(NNC(=O)c1ccncc1)Nc1cccc(C(F)(F)F)c1 the results were UGM FP inh -1.3, PfHsp40 yeast 0.5, FBA Mtb inh 3, BoNT A protease -0.4, GDH-TPI inh 7, BoNT F protease -5, Anthrax LF inh2 7, Mtb BioA inh -1.3 and FadD28 binding -0.5.
CC1(N=Cc2cc(Cl)ccc2O)COP(=O)(Nc2ccccc2)OC1 (stereo unspecified) was read as PfHsp40 yeast 0.5, FBA Mtb inh 6, BoNT A protease 0.7, GDH-TPI inh 11, BoNT F protease 4, Anthrax LF inh2 7 and FadD28 binding -0.8.
`Cc1c(NC(=O)OCCNC(=O)Nc2ccccc2)sc(=S)n1C` gave UGM FP inh -1.2, PfHsp40 yeast -0.8, FBA Mtb inh 3, BoNT A protease 0.2, GDH-TPI inh 5, BoNT F protease 4, Anthrax LF inh2 -3, Mtb BioA inh 0.3 and FadD28 binding 0.8.
`CCOC(=O)c1[nH]cnc1C(=O)N[C@@H](C)c1ccccc1` gave UGM FP inh 0.8, PfHsp40 yeast -0.7, FBA Mtb inh -1, BoNT A protease -0.2, GDH-TPI inh 6, BoNT F protease 2, Anthrax LF inh2 3, Mtb BioA inh 0.5 and FadD28 binding -2.5.
`O=C(Cn1nc(-c2ccccc2)ccc1=O)NCC1CCCO1` (stereo unspecified) gave UGM FP inh 1.6, PfHsp40 yeast -1.3, FBA Mtb inh -1, BoNT A protease -4.2, GDH-TPI inh -2, BoNT F protease -5, Anthrax LF inh2 -3, Mtb BioA inh -1.7 and FadD28 binding -1.0.
CC(=O)C1=C(C)OC(N)=C(C#N)C1c1cc2cccc(C)c2nc1Cl (stereo unspecified) was read as UGM FP inh -3.9, PfHsp40 yeast -1.4, FBA Mtb inh 1, BoNT A protease 0.0, GDH-TPI inh 0, BoNT F protease 6, Anthrax LF inh2 0, Mtb BioA inh -0.1 and FadD28 binding -4.1.
For N#Cc1ccc(Cn2ccnc2C(=O)Nc2ccccc2)cc1 the results were UGM FP inh 5.7, PfHsp40 yeast 0.0, FBA Mtb inh -7, BoNT A protease 0.2, GDH-TPI inh -3, BoNT F protease 2, Anthrax LF inh2 -1 and FadD28 binding -4.6.
`C/C(=N\NC(=O)c1nnn(-c2nonc2N)c1CSc1ccccc1)c1ccc2c(c1)OCO2` gave UGM FP inh -2.0, PfHsp40 yeast 0.2, FBA Mtb inh 2, BoNT A protease -3.3, GDH-TPI inh -4, BoNT F protease -6, Anthrax LF inh2 -3, Mtb BioA inh -0.6 and FadD28 binding 0.7.
O=C(CCCSc1nc2ccccc2[nH]1)NC1=NCCS1 was read as UGM FP inh 0.4, PfHsp40 yeast 0.3, FBA Mtb inh -1, BoNT A protease 1.1, GDH-TPI inh 0, BoNT F protease -10, Anthrax LF inh2 -2, Mtb BioA inh -0.6 and FadD28 binding -3.4.
COc1ccc2cc(CN(CCCN3CCOCC3)Cc3nnnn3C3CCCC3)c(=O)[nH]c2c1 was read as UGM FP inh 0.3, PfHsp40 yeast -1.0, FBA Mtb inh 15, BoNT A protease 1.2, GDH-TPI inh 22, BoNT F protease 5, Anthrax LF inh2 2, Mtb BioA inh -0.1 and FadD28 binding -3.7.
For Cc1cc(C)cc(NC(=O)C(NCCN2CCOCC2)c2ccccc2)c1 (stereo unspecified) the results were UGM FP inh 2.5, PfHsp40 yeast 0.7, FBA Mtb inh 2, BoNT A protease 0.2, GDH-TPI inh -11, BoNT F protease -3, Anthrax LF inh2 4 and FadD28 binding -4.4.
`CCC(=O)Nc1cccc(-n2nnnc2SCC(=O)N(C(C)C)C(C)C)c1` gave UGM FP inh 0.2, PfHsp40 yeast -1.3, FBA Mtb inh 0, BoNT A protease -0.3, GDH-TPI inh -12, BoNT F protease 2, Anthrax LF inh2 3, Mtb BioA inh -0.9 and FadD28 binding -3.3.
Screening CCOC(=O)c1oc2ccccc2c1NC(=O)c1cc(OC)cc(OC)c1 returned UGM FP inh -0.8, PfHsp40 yeast 1.3, FBA Mtb inh 0, BoNT A protease 0.8, GDH-TPI inh 7, BoNT F protease 4, Anthrax LF inh2 -2, Mtb BioA inh 0.7 and FadD28 binding -0.8.
Screening COc1cc(-c2nn3c(Cc4ccccc4)nnc3s2)cc(OC)c1OC returned UGM FP inh -1.7, PfHsp40 yeast 5.8, FBA Mtb inh 7, BoNT A protease 2.1, GDH-TPI inh 2, BoNT F protease 3, Anthrax LF inh2 -6, Mtb BioA inh -1.7 and FadD28 binding -0.3.
Clc1ccc(C=NNc2ccccn2)c(Cl)c1 was read as PfHsp40 yeast 0.2, FBA Mtb inh -1, BoNT A protease -0.4, GDH-TPI inh 12, BoNT F protease 7, Anthrax LF inh2 5, Mtb BioA inh -1.3 and FadD28 binding -1.2.
Cc1ccc(S(=O)(=O)NCC(c2ccccc2)N2CCN(CCC#N)CC2)cc1 (stereo unspecified) was read as UGM FP inh -4.0, PfHsp40 yeast -0.3, FBA Mtb inh 1, BoNT A protease -0.6, GDH-TPI inh 0, BoNT F protease -1, Anthrax LF inh2 -2, Mtb BioA inh -0.9 and FadD28 binding 1.0.
O=C1/C(=C/c2ccc(F)cc2)SC(=S)N1NS(=O)(=O)c1ccccc1 was read as UGM FP inh 2.2, PfHsp40 yeast 0.0, FBA Mtb inh 0, BoNT A protease 1.8, GDH-TPI inh 12, BoNT F protease 1, Anthrax LF inh2 -1, Mtb BioA inh -0.4 and FadD28 binding 2.0.
Screening CCOc1ccccc1N(C(=O)CNS(=O)(=O)c1ccccc1)C(CC)C(=O)NCc1ccco1 (stereo unspecified) returned UGM FP inh 3.8, PfHsp40 yeast 0.3, FBA Mtb inh 2, BoNT A protease -0.6, GDH-TPI inh 4, BoNT F protease 2, Anthrax LF inh2 -1, Mtb BioA inh -0.4 and FadD28 binding -1.0.
CCN(CC)c1ccc(/C=C2/C(=O)NC(=O)N(Cc3ccco3)C2=O)cc1 was read as UGM FP inh -5.1, PfHsp40 yeast -0.3, FBA Mtb inh -8, BoNT A protease 0.5, GDH-TPI inh 29, BoNT F protease -5, Anthrax LF inh2 -2 and FadD28 binding -1.6.
Screening COCCN(Cc1cc2cc(C)cc(C)c2nc1Cl)C(=O)Nc1ccccc1 returned UGM FP inh 2.5, PfHsp40 yeast 4.2, FBA Mtb inh 2, BoNT A protease -0.3, GDH-TPI inh -4, BoNT F protease 2, Anthrax LF inh2 0 and FadD28 binding -1.7.
`Cc1nn(C)c(NC(=O)c2ccc(Cl)cc2)c1Cl` gave UGM FP inh -3.1, PfHsp40 yeast -1.5, FBA Mtb inh -1, BoNT A protease -1.1, GDH-TPI inh 11, BoNT F protease 15, Anthrax LF inh2 7, Mtb BioA inh -0.8 and FadD28 binding 0.7.
`CC(=O)O/N=C/c1c(NCc2ccccc2)nc2c(C)cccn2c1=O` gave UGM FP inh -2.0, FBA Mtb inh 12, GDH-TPI inh 8, Mtb BioA inh 0.4 and FadD28 binding -2.5.
CCS(=O)(=O)c1ccc2oc(Nc3ccccc3Br)nc2c1 was read as UGM FP inh -1.2, PfHsp40 yeast 0.0, FBA Mtb inh 0, BoNT A protease 0.1, GDH-TPI inh 9, BoNT F protease -2, Anthrax LF inh2 -5, Mtb BioA inh -0.5 and FadD28 binding -0.6.

For reference, 3 of the compounds above:
For Cc1cc(C)cc(NC(=O)C(NCCN2CCOCC2)c2ccccc2)c1 (stereo unspecified) the results were UGM FP inh 2.5, PfHsp40 yeast 0.7, FBA Mtb inh 2, BoNT A protease 0.2, GDH-TPI inh -11, BoNT F protease -3, Anthrax LF inh2 4 and FadD28 binding -4.4.
`CCC(=O)Nc1cccc(-n2nnnc2SCC(=O)N(C(C)C)C(C)C)c1` gave UGM FP inh 0.2, PfHsp40 yeast -1.3, FBA Mtb inh 0, BoNT A protease -0.3, GDH-TPI inh -12, BoNT F protease 2, Anthrax LF inh2 3, Mtb BioA inh -0.9 and FadD28 binding -3.3.
Screening CCOC(=O)c1oc2ccccc2c1NC(=O)c1cc(OC)cc(OC)c1 returned UGM FP inh -0.8, PfHsp40 yeast 1.3, FBA Mtb inh 0, BoNT A protease 0.8, GDH-TPI inh 7, BoNT F protease 4, Anthrax LF inh2 -2, Mtb BioA inh 0.7 and FadD28 binding -0.8.

Next compounds:
For Cn1c(=O)[nH]c(Nc2ccccc2)c([N+](=O)[O-])c1=O the results were UGM FP inh 0.7, PfHsp40 yeast 1.0, FBA Mtb inh -2, BoNT A protease -2.1, GDH-TPI inh 30, BoNT F protease -12, Anthrax LF inh2 -3 and FadD28 binding -1.8.
For O=C(NCc1nnnn1-c1ccc(F)c(F)c1)C(=O)c1c[nH]c2ccccc12 the results were UGM FP inh -0.2, PfHsp40 yeast 0.2, FBA Mtb inh -4, BoNT A protease 7.7, GDH-TPI inh 16, BoNT F protease 2, Anthrax LF inh2 2, Mtb BioA inh 3.1 and FadD28 binding -7.1.
For CCN(CCNC(=O)C1CCN(S(=O)(=O)CC)CC1)c1ccccc1 the results were UGM FP inh 3.6, PfHsp40 yeast 0.1, FBA Mtb inh 0, BoNT A protease 2.6, GDH-TPI inh 4, BoNT F protease 0, Anthrax LF inh2 0 and FadD28 binding -2.0.
Screening CCN(CC)CCSc1nnc(Nc2ccccc2)n1-c1ccccc1 returned UGM FP inh -2.3, PfHsp40 yeast 1.6, FBA Mtb inh -1, BoNT A protease -0.4, GDH-TPI inh -5, BoNT F protease -4, Anthrax LF inh2 0, Mtb BioA inh 3.1 and FadD28 binding -1.5.
